# Source: PubChem (several laboratories)
# G6PDH counter – counter-screen for G6PDH assay hits: L. mesenteroides G6PDH inhibition; Purified L. mesenteroides G6PDH, diaphorase/resazurin coupled fluorescence, 45 min; inhibition, % at 5 µM; actives 0.12% (n = 200,000); AID 1020; in the data active = inhibition above about 50%
# Diaphorase act – counter-screen for diaphorase-based assays: diaphorase activators and chemical reducers; actives 0.005% (n = 190,000); activation factor at 20 µM; Diaphorase/resazurin coupled assay, resorufin fluorescence, 16 min; stronger effect = higher value; 1 = vehicle wells, 0 = NADH-free wells; AID 1229;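 active = diaphorase activity raised at least twofold by the compound at 20 µM; inactive = activation factor below 2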
#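 Test system: Clostridium kluyveri diaphorase, purified enzyme; input: enzyme 0.07 U/mL final; buffer or medium: 50 mM HEPES pH 7.4 with 4.542 mM MgCl2, 0.005% Tween 20; also added: 0.114 mM NADH and 0.1 mM resazurin, final amounts; schedule: 16 min enzyme reaction, ambient temperature; technique: fluorescence of resorufin, 544 nm excitation, 590 nm emission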
# NF-kB neuron act – compounds increasing NF-kB expression in human neuronal cells; NF-kB reporter expression; stronger effect = higher value; fold change at 12.5 µM; actives 1.6% (n = 190,000); AID 1239; in the data active = fold change above about 3.3
# APP 5'UTR act – APP 5'UTR luciferase reporter activation. actives 1% (n = 190,000). activation, % at 2 µM. SH-SY5Y APP 5'UTR luciferase reporter, luminescence; zero percent = DMSO vehicle wells;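 active = activation above a set limit, based on mean plus 3 SD of controls, cut at about 140% in these data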; note: values of inactives mirror those of a sister screen read the other way
# FLuc stim CS – affects firefly luciferase, flagging false hits in luciferase stimulation screens. P08659. ATPlite luciferase biochemical, luminescence, 10 min; 0 = ATP-free wells, 1 = DMSO control. activation factor at 10 µM. 200,000 tested, under 10 active;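 active = luciferase activation factor, scaled between plate controls, of at least 2 with compound at 10 µM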
# Target sequence (P08659 whole entry, looked up): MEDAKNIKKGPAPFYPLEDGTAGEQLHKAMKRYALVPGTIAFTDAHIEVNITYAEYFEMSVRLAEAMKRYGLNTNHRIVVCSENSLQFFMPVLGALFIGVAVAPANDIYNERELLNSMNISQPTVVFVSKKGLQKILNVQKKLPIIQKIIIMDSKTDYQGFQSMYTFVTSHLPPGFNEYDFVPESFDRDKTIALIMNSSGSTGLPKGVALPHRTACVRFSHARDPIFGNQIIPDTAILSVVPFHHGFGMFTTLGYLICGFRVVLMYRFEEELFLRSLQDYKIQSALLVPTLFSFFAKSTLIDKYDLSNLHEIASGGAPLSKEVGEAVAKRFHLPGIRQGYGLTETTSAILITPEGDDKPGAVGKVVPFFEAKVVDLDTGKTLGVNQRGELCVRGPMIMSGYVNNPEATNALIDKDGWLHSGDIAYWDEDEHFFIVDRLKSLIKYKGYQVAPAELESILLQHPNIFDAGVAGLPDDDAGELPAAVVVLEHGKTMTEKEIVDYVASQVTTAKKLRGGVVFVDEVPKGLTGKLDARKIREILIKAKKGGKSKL
#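 Assay system: Luciferase/luciferin detection reagent, cell-free biochemical luciferase assay / Also added: ATP substrate / Schedule: 10 min at ambient temperature / Measured by: luminescence measurement of luciferase light output / Benchmarks: low control with PBS replacing ATP, high control enzyme plus ATP without compound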
# APP transl inh – APP translation inhibition; actives 0.82% (n = 190,000); SH-SY5Y APP 5'UTR-luciferase reporter, luminescence; inhibition, % at 2 µM;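 active = inhibition above a set limit, derived from the sample mean plus 3 SD, cut at about 45% in these data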; note: values of inactives mirror those of a sister screen read the other way
# Diaphorase inh – inhibits diaphorase or chemically oxidizes, flagging diaphorase assay artifacts; diaphorase resazurin-to-resorufin fluorescence, NADH, 16 min; bacterial (C. kluyveri) enzyme, not human; inhibition, % at 20 µM; actives 0.69% (n = 190,000);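 active = primary screen inhibition at 20 µM above a set limit, cut at about 50% in these data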;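 note: plate controls were DMSO with full reaction for no effect and wells lacking NADH for full effect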
#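 controls = No-NADH positive control and DMSO neutral control | system = Clostridium kluyveri diaphorase enzyme | timing = reaction incubation of 16 min at room temperature | signal = resorufin fluorescence 544/590 nm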
# STAT1 act – increases IFN-gamma driven STAT1 reporter signal; NIH 3T3 STAT1-luciferase reporter, luminescence; 100% = IFN-gamma alone, no compound; activation (% of control), % at 5.5 µM; actives 2.6% (n = 200,000);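 active = activation above the screen-wide mean activation plus 3 SD, cut at about 130% in these data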;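 note: raw ratio to IFN-gamma control signal so 100% means no change and 0% no light; values of inactives mirror those of a sister screen read the other way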
# FLuc inhib CS – inhibits firefly luciferase, flagging false hits in luciferase inhibition screens; P08659; ATPLite firefly luciferase biochemical luminescence, 10 min; inhibition, % at 10 µM; actives 1.5% (n = 200,000); AID 1006;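 active = inhibition above about 50% when tested at 10 µM, limit read from the data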
# TLR4-MyD88 BLA – blocks binding of human TLR4 to MyD88; HeLa CL3-4 TLR4/MyD88 BLA complementation, FRET ratio; actives 0.18% (n = 200,000); inhibition, % at 8.4 µM; O00206+Q99836; in the data active = inhibition above about 25%;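 note: 0% = vehicle and 100% = reference inhibitor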
# The depositor's hits bear a star; / = no result given.
SMILES,G6PDH counter,Diaphorase act,NF-kB neuron act,APP 5'UTR act,FLuc stim CS,APP transl inh,Diaphorase inh,STAT1 act,FLuc inhib CS,TLR4-MyD88 BLA
Cc1ccccc1-n1nc2c(c1NC(=O)c1c(-c3ccccc3Cl)noc1C)CS(=O)(=O)C2,-8,0.8,1,5,1.1,-5,17,96,-8,5
O=C(/C=C/c1cccs1)Nc1ccc(N2CCOCC2)c(S(=O)(=O)Nc2cc(Cl)ccc2Cl)c1,-8,0.9,0.83,12,1,-12,9,98,-1,6
O=C(CN1C(=O)NC2(CCCC2)C1=O)NCCC1=CCCCC1,12,1,1.2,3,1.1,-3,4,104,-8,12
Cc1cc(C(=O)CSc2nnnn2-c2ccccc2)c(C)n1-c1ccc2c(c1)OCO2,0,0.7,0.63,-4,1,4,25,95,0,20
COc1ccccc1CN(CC(=O)NCC1CCCO1)C(=O)CNS(=O)(=O)c1ccc(C)cc1 (centres undefined),0,0.9,1,-6,1,6,13,99,-2,5
O=C(CCCN1C(=O)c2cccc3cccc(c23)C1=O)Nc1ccon1,3,0.9,0.96,-4,1.1,4,7,105,-8,2
Cc1cccc(Sc2nc(-c3ccccc3)ncc2C(=O)O)c1,8,0.9,1.3,1,1.1,-1,6,92,-6,-7
COc1ccc(C(=O)Nc2cc(Cl)cc(Cl)c2)c(OC)n1,6,0.9,1.4,-5,1,5,6,108,2,7
O=C(c1ccc(C(=O)N2CCOCC2)s1)N1CCOCC1,4,1,1.1,-2,1.1,2,2,99,-9,2
O=C(CCSc1nc(-c2ccco2)cc(C(F)(F)F)n1)NCCN1CCOCC1,6,0.9,0.93,14,1,-14,6,96,-2,-9
OCCN1CCN(Cc2cc(Cl)c3cccnc3c2O)CC1,53*,0.3,0.77,0,1,0,69*,103,-2,-5
O=C(Nc1cccnc1)c1ccc(-c2cc(Cl)ccc2Cl)o1,16,0.8,1.1,27,0.9,-27,16,96,6,-6
CC(C)n1c(N2CCN(C(=O)Nc3ccccc3)CC2)nc2ccccc21,3,1,0.92,-2,1,2,-2,104,-5,2
Cc1ccc(/C([O-])=C(/C(=S)NCc2ccccc2)[n+]2cccc(CO)c2)cc1[N+](=O)[O-],8,1,1,15,1,-15,0,102,-4,5
COc1ccc2c(CC(=O)Nc3ccc(OC)nc3)coc2c1,3,0.8,1.1,12,1,-12,17,97,-2,1
O=C(C1=NNCC1c1ccccc1)C1CO1 (centres undefined),5,0.9,1.3,-3,1,3,6,100,-3,-26
COc1cc(C(F)(F)F)nc(-c2ccccn2)n1,13,0.9,1,-15,1,15,10,106,-4,3
Cn1c(=O)c2cc(S(=O)(=O)NCCC(=O)NCCC3=CCCCC3)ccc2n(C)c1=O,8,1,2,-11,1,11,3,100,-4,-11
CC12CCC(C(=O)O)(c3nc(C#N)c(C#N)nc31)C2(C)C (centres undefined),8,1,1.2,-10,1,10,1,99,0,9
CN(C)C(=O)c1sccc1Oc1ccc(F)cc1[N+](=O)[O-],6,0.9,1.1,-15,1.1,15,6,104,-8,-9
CCOC(=O)Cc1csc(NC(=S)NC(=O)c2ccc(F)cc2)n1,4,0.8,1.9,12,0.6,-12,23,103,37,4
O=C(Cc1c[nH]c2ccccc12)NNC(=O)c1ccccc1,-6,0.8,1,12,1,-12,17,102,-4,-9
COc1ccc(-c2c3c(=O)n(C)c(=O)n(C)c3cn2-c2ccccc2)cc1,14,0.9,1.1,1,1.1,-1,11,104,-8,-5
CCNS(=O)(=O)c1ccc(OCCNS(C)(=O)=O)cc1,-1,1.1,1.3,15,1,-15,-5,99,-1,1
O=C(CSc1nnc(-c2ccccc2)n1Cc1ccccc1)NC1CC1,-1,1,1,14,1,-14,4,97,-2,-1

# Diaphorase inh, entries above that show a hit.
Structure | NF-kB neuron act | APP 5'UTR act | FLuc stim CS | APP transl inh | Diaphorase inh | STAT1 act | FLuc inhib CS | TLR4-MyD88 BLA
OCCN1CCN(Cc2cc(Cl)c3cccnc3c2O)CC1 | 0.77 | 0 | 1 | 0 | 69* | 103 | -2 | -5

# Random excerpt: 4 records from the list, in no set order.
SMILES,G6PDH counter,Diaphorase act,NF-kB neuron act,APP 5'UTR act,FLuc stim CS,APP transl inh,Diaphorase inh,STAT1 act,FLuc inhib CS,TLR4-MyD88 BLA
Cc1cccc(Sc2nc(-c3ccccc3)ncc2C(=O)O)c1,8,0.9,1.3,1,1.1,-1,6,92,-6,-7
O=C(CN1C(=O)NC2(CCCC2)C1=O)NCCC1=CCCCC1,12,1,1.2,3,1.1,-3,4,104,-8,12
O=C(c1ccc(C(=O)N2CCOCC2)s1)N1CCOCC1,4,1,1.1,-2,1.1,2,2,99,-9,2
Cc1cc(C(=O)CSc2nnnn2-c2ccccc2)c(C)n1-c1ccc2c(c1)OCO2,0,0.7,0.63,-4,1,4,25,95,0,20

# (further entries)
SMILES,G6PDH counter,Diaphorase act,NF-kB neuron act,APP 5'UTR act,FLuc stim CS,APP transl inh,Diaphorase inh,STAT1 act,FLuc inhib CS,TLR4-MyD88 BLA
Cc1ccc(/C=N/Nc2nc(C(C)(C)C)cs2)o1,0,0.8,1.9,65,1,-65,22,124,0,-14
CC(C)(C)c1ccc(-c2noc(CCC(=O)N3CCOCC3)n2)cc1,-1,1,3.2,-3,0.2,3,-1,88,83*,3
COCCNC(=O)Cn1cnc2sc(C)c(S(=O)(=O)N3CCC(C)CC3)c2c1=O,2,0.9,0.95,-8,1,8,6,109,-2,-9
Cn1c(-c2ccc3c(c2)OCO3)cnc1N,-1,1,1.2,2,1.1,-2,-4,103,-8,-1
Cc1c(NC(=O)C2CC(c3cccc(Br)c3)=NO2)c(=O)n(-c2ccccc2)n1C (centres undefined),-1,0.9,1.2,10,1.1,-10,8,97,-8,-7
CC(C)CCOC(=O)C1C(c2ccccc2)C(C(=O)O)C1c1ccccc1 (centres undefined),-1,0.9,1.2,8,1,-8,10,108,-3,-3
Cc1ccc2nc(NC(=O)COC(=O)CSc3nc(C)cc(C)n3)sc2c1,8,0.7,1.8,23,1,-23,25,109,2,-10
Cc1ccc(-c2cn(-c3ccc(SC(F)F)cc3)c3[n+]2CCC3)cc1,-11,1.1,0.44,9,1,-9,-7,80,-2,-6
COC(=O)C1CCN(C(=O)COC(=O)CC(NC(C)=O)c2ccccc2)CC1 (centres undefined),5,1.1,0.97,-2,1.1,2,-10,98,-9,2
O=C(CCSc1nc(-c2ccco2)cc(C(F)(F)F)n1)Nc1ccc2c(c1)OCO2,-45,0.8,1.1,11,1.1,-11,20,94,-6,7
Cc1cc(C)nc(N2C(=O)CC(Cc3ccc(Cl)cc3)C2=O)n1 (centres undefined),7,1,1.3,-1,1.1,1,-3,98,-6,-5
COC(=O)CN(c1ccccc1F)S(=O)(=O)c1ccc(C)cc1,13,0.9,1.5,33,1.1,-33,14,100,-6,-11
CCOc1ccc(C(=O)SC2=NCCS2)cc1,1,0.9,1.4,/,1,/,12,95,-5,3
COc1cccc(-n2c(SCC(=O)N3CCOCC3)nc3c([nH]c4ccccc43)c2=O)c1,/,/,/,-1,/,1,/,96,/,0
CCOC(=O)C1CCCN(C(=O)/C=C/c2cccc([N+](=O)[O-])c2)C1 (centres undefined),7,1,0.99,3,1.1,-3,3,101,-7,-5
CSc1nc(-c2ccco2)nn1S(=O)(=O)c1ccc(C)cc1,2,0.4,1.3,26,1,-26,58*,86,-3,9
COCc1cccc(NC(=O)CCc2ccccc2)c1,-1,0.9,1.5,0,0.9,0,10,110,5,-5
COc1ccc(C(=O)CSc2nnc(-c3ccc(S(=O)(=O)N4CCOCC4)cc3)o2)cc1,4,0.9,1.4,1,1.1,-1,8,94,-6,0
CCCCN(Cc1ccco1)C(=O)Cn1ncc2c(=O)oc3ccc(C)cc3c21,4,0.9,1.5,-6,1,6,10,96,-3,-2
CCOC(=O)C1(CCOc2ccccc2)CCN(Cc2cccn2-c2ncccn2)CC1,14,0.9,/,-5,1,5,13,95,0,-6
CCCOc1ccc(/C=N/NC(=S)Nc2ccccc2[N+](=O)[O-])c(O)c1,9,1,0.64,-47,0.9,46*,2,98,9,-1
CCS(=O)(=O)NC(C)C(c1cccs1)N1CCN(C)CC1 (centres undefined),-7,1,1.1,-9,1,9,-1,96,-3,-7
O=C(CSc1nnc(-c2ccccc2F)n1C1CC1)NC(=O)c1cccc([N+](=O)[O-])c1,-4,1,1.2,-7,1,7,3,101,-1,-5
CCOc1ccc(CN(C)CC(=O)Nc2cccc(C)c2)cc1OC,13,1.1,1.1,27,1,-27,-12,82,0,-2
Nc1c(Cl)cc(NC(=O)c2ccccc2C(=O)O)cc1Br,5,0.9,1.1,-4,1,4,14,103,0,-11
SMILES,G6PDH counter,Diaphorase act,NF-kB neuron act,APP 5'UTR act,FLuc stim CS,APP transl inh,Diaphorase inh,STAT1 act,FLuc inhib CS,TLR4-MyD88 BLA
NC(=O)c1ccc(NC(=O)c2ccc3c(c2)OCO3)cc1,1,0.9,2.5,38,0.8,-38,8,139*,25,10
Cc1cc(C)cc(Nc2nc3c(S(=O)(=O)c4ccccc4)nnn3c3ccccc23)c1,1,1,0.88,9,1.1,-9,5,92,-10,-10
Cc1ccc(/C=C/C(=O)OCC(=O)Nc2cccc(S(=O)(=O)N(C)C)c2)o1,12,0.9,1,7,0.9,-7,9,105,9,-12
COc1ccc(-c2nnc(-c3cc4ccccc4oc3=O)o2)cc1,4,1.1,1.7,-22,0.9,22,-12,104,5,-3
CCOc1c(Br)cc(/C=C2\C(=O)N(CCC#N)N=C2C)cc1OC,6,1,0.93,-10,1,10,5,104,-4,-5
Cc1cc(C)cc(N(CC(=O)N2CCC(C)CC2)S(=O)(=O)c2ccccc2)c1,8,0.9,0.68,18,1,-18,12,95,-2,-8
CN(C)c1ccc(NC(=O)CSCc2nc3c(nnn3Cc3ccc(F)cc3)c(=O)[nH]2)cc1,0,0.9,1.1,10,1.1,-10,13,94,-5,1
O=C(O)c1ccc2c(=O)[nH]c(CN3CCOCC3)nc2c1,13,1,0.99,-9,1.1,9,2,104,-8,9
Cc1nn(C)cc1CNC(=O)c1cnn2c(C(F)F)cc(C3CC3)nc12,13,0.9,1.3,17,1,-17,12,94,0,8
CC(C)c1ccc(O)c(NC(=O)c2ncn[nH]2)c1,18,0.9,0.97,-2,1,2,8,104,4,7
Cc1nnc(SCc2nnc(-c3cccs3)o2)n1C,5,0.9,1.1,2,1,-2,7,95,1,5
CN1/C(=C\C=C(/C#N)C(=O)Nc2ccc(Cl)cc2)C(C)(C)c2ccccc21,-1,0.9,1.2,-2,1.1,2,12,103,-5,-8
CCOC(=O)N1CCC(NC(=O)c2cc(S(=O)(=O)N3CCCCC3)ccc2F)CC1,10,1,1.2,15,1,-15,-2,102,-2,-10
Cc1cc(C)cc(C(=O)N(c2ccccn2)C(C)c2ccco2)c1 (centres undefined),4,0.8,1.3,2,1.1,-2,18,96,-7,4
CCC(Nc1nc(-c2ccccc2)nc2ccccc12)C(=O)O (centres undefined),7,0.8,1,2,1,-2,18,95,-2,0
O=C(/C=C/c1ccccc1)NCC(=O)N/N=C/c1ccccc1[N+](=O)[O-],9,1,0.94,25,1,-25,4,93,1,3

# Random draw from the library; about 5.6% have a hit in one of these screens.
